Screening results deposited in PubChem by several laboratories.
HCT116 PTEN-null = PTEN-deleted cell growth suppression | viability, % at 10 µM | AID 827 | actives 1.2% (n = 140,000) | HCT116 PTEN-null viability, CellTiter-Glo, 60 h; hits give low values;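 active = viability at or below a set limit, 4 SD under the median of all tested compounds, cut at about 3.7% in these data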;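 note: PTEN knockout HCT116 line with beta catenin targeted HCT116 as companion control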
GALR2 antag = GALR2 (human) receptor antagonism | O43603 | GALR2-expressing cells, antagonist mode | inhibition, % at 4 µM | actives 0.39% (n = 140,000); in the data active = inhibition above about 27%;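 note: cells stimulated with galanin 1-16 at roughly its EC80; 0% = agonist challenge control and 100% = basal control without agonist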
Target sequence (O43603 whole entry, looked up): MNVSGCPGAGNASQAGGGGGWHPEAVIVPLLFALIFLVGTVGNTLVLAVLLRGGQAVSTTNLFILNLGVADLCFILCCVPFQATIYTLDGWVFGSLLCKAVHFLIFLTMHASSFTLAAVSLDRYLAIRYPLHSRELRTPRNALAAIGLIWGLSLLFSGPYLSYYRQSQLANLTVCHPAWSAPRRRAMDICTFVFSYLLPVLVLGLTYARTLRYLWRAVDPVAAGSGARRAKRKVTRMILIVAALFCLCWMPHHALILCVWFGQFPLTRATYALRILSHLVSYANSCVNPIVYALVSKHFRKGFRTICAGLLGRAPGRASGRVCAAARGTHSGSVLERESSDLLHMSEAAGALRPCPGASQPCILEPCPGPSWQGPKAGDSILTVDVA
Phagocyt inh = blocks phagocytosis by macrophages; actives 0.07% (n = 110,000); inhibition, % at 5 µM; J774A.1 macrophage IgG-bead phagocytosis, imaging;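 active = inhibition above the mean of the plate negative controls plus 5 SD, cut at about 13% in these data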;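 note: phagocytic index as fraction of beads internalized from green versus red external bead signal; plate controls were DMSO negative control for no effect and cytochalasin-D positive control for full effect; some results beyond the cut were filed as inactive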
MRP1 act = activates MRP-1; H69AR cells + doxorubicin, viability rescue, CellTiter-Glo; viability increase, % at 10 µM; actives 0.61% (n = 140,000); AID 799;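 active = viability gain under doxorubicin at or above a set limit, the compound median plus 3 SD, cut at about 4.7% in these data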;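 note: MRP-1 overexpressing cells given doxorubicin 25 µM after compound pretreatment; 18-22 h compound pretreatment then 72 h with doxorubicin before readout; 0% = doxorubicin-only wells and 100% = vehicle-treated cells without doxorubicin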
Measles CPE = protection of cells from measles virus. Measles virus-infected cells, CPE protection, absorbance. protection (pct of control), % at 4 µM. actives 1.5% (n = 140,000). AID 841; in the data active = protection mostly above about 24%, no sharp cut-off; inactive = mostly below about 26%; note: some compounds called inactive have numbers as strong as hits
NPY Y2 blocker = NPY-Y2 (human) receptor antagonism; P49146; NPY-Y2 expressing cells, antagonist mode; inhibition, % at 2.7 µM; actives 0.99% (n = 140,000); in the data active = inhibition above about 17%;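 note: 0% = vehicle with agonist challenge and 100% = reference antagonist with challenge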
Target sequence (P49146 whole entry, looked up): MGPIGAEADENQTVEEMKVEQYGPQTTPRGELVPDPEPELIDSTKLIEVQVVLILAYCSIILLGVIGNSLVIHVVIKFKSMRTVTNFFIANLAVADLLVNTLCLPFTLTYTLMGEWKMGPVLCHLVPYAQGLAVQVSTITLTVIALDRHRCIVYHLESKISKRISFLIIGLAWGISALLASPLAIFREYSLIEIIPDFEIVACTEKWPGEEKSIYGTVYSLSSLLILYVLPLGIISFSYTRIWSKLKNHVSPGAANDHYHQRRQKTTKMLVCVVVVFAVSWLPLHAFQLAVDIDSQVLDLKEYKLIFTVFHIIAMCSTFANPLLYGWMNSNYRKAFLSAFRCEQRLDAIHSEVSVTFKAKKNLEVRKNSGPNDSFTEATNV
E-sel TNF inh = blocks E-selectin expression induced by TNF alpha; HUVEC TNFa-induced E-selectin immunofluorescence, high content; inhibition, % at 2 µM; actives 0.71% (n = 120,000); AID 1246;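 active = inhibition above the batch mean plus 3 SD, and confirmed as a hit on visual image review, cut at about 43% in these data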;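 note: 0% = TNF-stimulated DMSO wells and 100% = unstimulated control wells; not every result past the cut was called active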
HCT116 bCat-KO = beta-catenin-lacking colon tumor cell growth suppression. HCT116 beta-catenin knockout viability, CellTiter-Glo, 60 h; hits give low values. viability, % at 10 µM. actives 1.5% (n = 140,000);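 active = viability at or under a set limit, the compound median less 4 SD, cut at about 6% in these data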;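 note: 0% = Hyamine 1622 control at 20 µM and 100% = untreated cell control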
BB579 growth dn = yeast BB579 growth reduction in restrictive medium; S. cerevisiae BB579 growth, OD615, 48 h; inhibition, % at 10 µM; actives 0.51% (n = 140,000);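 active = inhibition above a set limit, 3 SD over the mean compound inhibition, cut at about 44% in these data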; note: inactives centre near -24
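Test system: S. cerevisiae DeaD strain BB579 yeast; Medium: restrictive CSMM-D medium; Compound: one dose, 10 µM compound with 0.25% DMSO; Incubation: 4 h cell preincubation, 48 h compound exposure, 30 °C humidified; Signal: OD at 615 nm; Benchmarks: amphotericin B at 10 µg/mL as positive control.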
Yeast lifespan up = yeast lifespan extension; S. cerevisiae growth with nicotinamide, OD615; deaD strain in restrictive glucose medium; inhibition of the nicotinamide effect, % at 10 µM; actives 0.68% (n = 130,000); AID 775;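 active = inhibition above a set limit, placed 3 SD over the median of all compounds, cut at about 26% in these data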;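 note: 0% = nicotinamide-treated wells and 100% = cells grown without nicotinamide; some compounds called inactive have numbers as strong as hits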
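Assay system: engineered S. cerevisiae DeaD replicative-lifespan strain, galactose-grown log-phase cells; medium: restrictive CSMM-D dextrose medium; also added: nicotinamide, 1.5 mM, co-present with compound; schedule: 48 h compound exposure at 30 °C, humidified; detection: absorbance at 615 nm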
Active calls of the source: *. Compounds as they come. Share with any hit: about 6.3%.

Results for O=C(Nc1ccc2c(c1)C(=O)N(C1CCCCC1)C2=O)C1CCCO1 (centres undefined) ?
HCT116 PTEN-null: 107; GALR2 antag: -6; Phagocyt inh: 1; MRP1 act: 3.3; Measles CPE: 15; NPY Y2 blocker: 0; E-sel TNF inh: -56; HCT116 bCat-KO: 111; BB579 growth dn: -23; Yeast lifespan up: -14

What do the screens show for `CCc1ccc(C2CC(c3ccco3)=NN2S(C)(=O)=O)cc1` (centres undefined)?
HCT116 PTEN-null: 62; GALR2 antag: 0; MRP1 act: -2.4; Measles CPE: 10; NPY Y2 blocker: 3; E-sel TNF inh: 15; HCT116 bCat-KO: 60; BB579 growth dn: 1; Yeast lifespan up: -5

Results for O=C(NC(=S)Nc1ccc(CN2CCOCC2)cc1)c1cccc([N+](=O)[O-])c1 ?
HCT116 PTEN-null: 95; GALR2 antag: -9; Phagocyt inh: -5; MRP1 act: -0.4; Measles CPE: 5; NPY Y2 blocker: 1; HCT116 bCat-KO: 83; BB579 growth dn: -34; Yeast lifespan up: -4

How did COc1ccccc1OCc1ccc(C(=O)N2N=C(C(F)F)CC2(O)C(F)F)o1 (centres undefined) do in these assays?
HCT116 PTEN-null: 106; GALR2 antag: -33; Phagocyt inh: -2; MRP1 act: 0.8; Measles CPE: 4; NPY Y2 blocker: -3; E-sel TNF inh: -16; HCT116 bCat-KO: 100; BB579 growth dn: -53; Yeast lifespan up: -8

Results for O=C(O)C1CCCCC1C(=O)OCCCCOC(=O)C1CCCCC1C(=O)O (centres undefined) ?
HCT116 PTEN-null: 104; GALR2 antag: 8; Phagocyt inh: -1; MRP1 act: -0.7; Measles CPE: 15; NPY Y2 blocker: 3; E-sel TNF inh: -43; HCT116 bCat-KO: 102; BB579 growth dn: -40; Yeast lifespan up: 12

What do the screens show for `Cc1cnc(NC(=O)CSc2ncn(-c3ccccc3)n2)s1`?
HCT116 PTEN-null: 95; GALR2 antag: -8; MRP1 act: -1.9; Measles CPE: 19; NPY Y2 blocker: 4; E-sel TNF inh: -7; HCT116 bCat-KO: 97; BB579 growth dn: -22

Results for COc1cccc(-n2nc(C(C)=O)c(C#N)c2-c2ccco2)c1 ?
HCT116 PTEN-null: 107; GALR2 antag: 5; Phagocyt inh: 2; MRP1 act: -1.9; Measles CPE: 2; NPY Y2 blocker: 6; E-sel TNF inh: 8; HCT116 bCat-KO: 99; BB579 growth dn: -15; Yeast lifespan up: 6

Results for CCn1c(SCC(=O)c2cccs2)nnc1-c1ccco1 ?
HCT116 PTEN-null: 101; GALR2 antag: 8; Phagocyt inh: -1; MRP1 act: -1.0; Measles CPE: 10; NPY Y2 blocker: 1; E-sel TNF inh: -6; HCT116 bCat-KO: 94; BB579 growth dn: -28; Yeast lifespan up: -2

What do the screens show for `Cc1ccc(NC(=O)c2cc(-c3cccs3)on2)cc1`?
HCT116 PTEN-null: 100; GALR2 antag: 1; Phagocyt inh: 0; MRP1 act: 1.5; Measles CPE: 1; NPY Y2 blocker: 0; E-sel TNF inh: 29; HCT116 bCat-KO: 100; BB579 growth dn: -32; Yeast lifespan up: -6

What do the screens show for `COCCCNC(=S)NC1CC2CCCC(C1)N2Cc1ccco1` (centres undefined)?
HCT116 PTEN-null: 94; GALR2 antag: -2; Phagocyt inh: -1; MRP1 act: -0.9; Measles CPE: 11; NPY Y2 blocker: 0; E-sel TNF inh: -12; HCT116 bCat-KO: 87; BB579 growth dn: 4; Yeast lifespan up: -16

Results for COc1nnc(OC)c2ccccc12 ?
HCT116 PTEN-null: 97; GALR2 antag: -16; MRP1 act: 1.1; Measles CPE: 11; NPY Y2 blocker: 3; HCT116 bCat-KO: 105; BB579 growth dn: -27; Yeast lifespan up: -8

Results for CCOc1c(Cl)cc(CNc2ccc(S(N)(=O)=O)cc2)cc1OC ?
HCT116 PTEN-null: 71; GALR2 antag: -8; Phagocyt inh: 1; MRP1 act: -3.8; Measles CPE: 18; NPY Y2 blocker: 3; E-sel TNF inh: 15; HCT116 bCat-KO: 81; BB579 growth dn: -33; Yeast lifespan up: -1

Results for COc1cccc(OC)c1OCCCCN1CCCC1 ?
HCT116 PTEN-null: 107; GALR2 antag: -4; MRP1 act: -1.6; Measles CPE: 3; NPY Y2 blocker: 6; E-sel TNF inh: -11; HCT116 bCat-KO: 95; BB579 growth dn: -56; Yeast lifespan up: -17

How did COc1cccc(Cn2c(=S)[nH]c3ccc(N4CCOCC4)cc3c2=O)c1 do in these assays?
HCT116 PTEN-null: 89; GALR2 antag: 18; Phagocyt inh: 3; MRP1 act: -0.3; Measles CPE: 31; NPY Y2 blocker: 0; E-sel TNF inh: -22; HCT116 bCat-KO: 94; BB579 growth dn: -16; Yeast lifespan up: -18

What do the screens show for `O=C(C1CCC(=O)N1Cc1cccnc1)N1CCN(c2ccc(F)cc2)CC1` (centres undefined)?
HCT116 PTEN-null: 97; GALR2 antag: -4; Phagocyt inh: -1; MRP1 act: -1.2; Measles CPE: 23; NPY Y2 blocker: -2; E-sel TNF inh: 36; HCT116 bCat-KO: 97; BB579 growth dn: 32; Yeast lifespan up: 0

How did CS(=O)(=O)N(CC(N)=O)c1cccc(Br)c1 do in these assays?
HCT116 PTEN-null: 94; GALR2 antag: -1; MRP1 act: -0.2; Measles CPE: 37; NPY Y2 blocker: 4; E-sel TNF inh: 5; HCT116 bCat-KO: 98; BB579 growth dn: -19

How did CCN(CC)S(=O)(=O)c1cccc(-c2nnc(SCC(=O)c3cc(C)n(C)c3C)o2)c1 do in these assays?
HCT116 PTEN-null: 82; GALR2 antag: -10; MRP1 act: -0.6; Measles CPE: 5; NPY Y2 blocker: 2; HCT116 bCat-KO: 87; BB579 growth dn: -58; Yeast lifespan up: -5

Results for CCC(=O)Nc1ccc(NC(=S)NC(=O)c2oc3ccccc3c2C)cc1 ?
HCT116 PTEN-null: 68; GALR2 antag: 4; Phagocyt inh: -2; MRP1 act: -3.0; Measles CPE: 2; NPY Y2 blocker: -2; E-sel TNF inh: 20; HCT116 bCat-KO: 63; BB579 growth dn: 2; Yeast lifespan up: 4

What do the screens show for `CCCS(=O)(=O)NCCc1cc2c(OC)ccc(OC)c2[nH]c1=O`?
HCT116 PTEN-null: 109; GALR2 antag: 12; MRP1 act: -1.9; Measles CPE: 5; NPY Y2 blocker: 1; E-sel TNF inh: -22; HCT116 bCat-KO: 99; BB579 growth dn: -5; Yeast lifespan up: 31

What do the screens show for `Cc1cc(NC(=O)CCCC(=O)N(CC(=O)NC2CCCCC2)c2ccccc2)no1`?
HCT116 PTEN-null: 94; GALR2 antag: -22; Phagocyt inh: -1; MRP1 act: -2.0; Measles CPE: 12; NPY Y2 blocker: 1; HCT116 bCat-KO: 92; BB579 growth dn: -15; Yeast lifespan up: 4

How did O=C(Nc1nc2ccccc2n1CCN1CCCCC1)c1ccco1 do in these assays?
HCT116 PTEN-null: 85; GALR2 antag: -2; Phagocyt inh: 0; MRP1 act: -4.5; Measles CPE: 5; NPY Y2 blocker: 7; E-sel TNF inh: 0; HCT116 bCat-KO: 87; BB579 growth dn: -19; Yeast lifespan up: -5

How did CCN1CCN(c2ccc(NC(=O)c3ccc4c(c3)[nH]c(=O)n4Cc3ccc(OC)cc3)cc2)CC1 do in these assays?
HCT116 PTEN-null: 14; GALR2 antag: -16; Phagocyt inh: -6; MRP1 act: -4.2; Measles CPE: 5; NPY Y2 blocker: -1; HCT116 bCat-KO: 28; BB579 growth dn: -39; Yeast lifespan up: 8

What do the screens show for `CCOC(=O)c1nnc(-c2ccccc2)nc1NCc1ccc(Cl)cc1`?
HCT116 PTEN-null: 94; GALR2 antag: -4; MRP1 act: -0.5; Measles CPE: 8; NPY Y2 blocker: 9; E-sel TNF inh: -3; HCT116 bCat-KO: 90; BB579 growth dn: -28; Yeast lifespan up: 13

How did CCOC(=O)c1cnc(SCC(=O)Nc2cccc(OC)c2)nc1N do in these assays?
HCT116 PTEN-null: 101; GALR2 antag: -6; Phagocyt inh: -2; MRP1 act: -1.5; Measles CPE: 6; NPY Y2 blocker: 3; HCT116 bCat-KO: 90; BB579 growth dn: -84; Yeast lifespan up: -2

Results for CCC(=O)Nc1ccc(C(=O)Cn2nc(C(=O)O)c3ccccc3c2=O)cc1 ?
HCT116 PTEN-null: 106; Phagocyt inh: -1; MRP1 act: -0.5; Measles CPE: 9; HCT116 bCat-KO: 87; BB579 growth dn: -83; Yeast lifespan up: -11

Results for COc1ccc(CC(=O)OCC(=O)Nc2c(C)n(C)n(-c3ccccc3)c2=O)cc1 ?
HCT116 PTEN-null: 103; GALR2 antag: -6; Phagocyt inh: 1; MRP1 act: -0.2; Measles CPE: 4; NPY Y2 blocker: 1; E-sel TNF inh: -32; HCT116 bCat-KO: 88; BB579 growth dn: -7; Yeast lifespan up: 40

Results for Cc1cc2cc(CNC(=O)CC(C)C)ccc2n1C ?
HCT116 PTEN-null: 110; GALR2 antag: -7; MRP1 act: -0.2; Measles CPE: 9; NPY Y2 blocker: 5; HCT116 bCat-KO: 102; BB579 growth dn: -4; Yeast lifespan up: -7

What do the screens show for `O=C(CSc1nc2c(sc3ccccc32)c(=O)n1Cc1ccco1)NCC1CCCO1` (centres undefined)?
HCT116 PTEN-null: 89; GALR2 antag: -1; Phagocyt inh: 2; MRP1 act: -1.7; Measles CPE: 3; NPY Y2 blocker: 0; E-sel TNF inh: -2; HCT116 bCat-KO: 93; BB579 growth dn: -11; Yeast lifespan up: -7

What do the screens show for `CCNC(=O)CN(c1ccc(Cl)cc1)S(=O)(=O)c1ccccc1`?
HCT116 PTEN-null: 87; GALR2 antag: -6; Phagocyt inh: -1; MRP1 act: -3.1; Measles CPE: 8; NPY Y2 blocker: 1; E-sel TNF inh: 17; HCT116 bCat-KO: 91; BB579 growth dn: -21; Yeast lifespan up: -8

How did Cc1ccccc1C(=O)NC1CC(C)(C)NC(C)(C)C1 do in these assays?
HCT116 PTEN-null: 87; GALR2 antag: 5; MRP1 act: -2.0; Measles CPE: 3; NPY Y2 blocker: 0; E-sel TNF inh: -2; HCT116 bCat-KO: 85; BB579 growth dn: -8; Yeast lifespan up: -8

How did O=C(CN1C(=O)c2ccccc2C1=O)NNC1=NS(=O)(=O)c2ccccc21 do in these assays?
HCT116 PTEN-null: 95; GALR2 antag: 8; Phagocyt inh: -4; MRP1 act: -2.0; Measles CPE: 18; NPY Y2 blocker: 1; E-sel TNF inh: -11; HCT116 bCat-KO: 99; BB579 growth dn: -11; Yeast lifespan up: 8

What do the screens show for `C=CCn1c(=N)c(C(=O)NCCCOC)cc2c(=O)n3cc(C)ccc3nc21`?
HCT116 PTEN-null: 82; GALR2 antag: -14; Phagocyt inh: 0; MRP1 act: -2.4; Measles CPE: 2; NPY Y2 blocker: 4; HCT116 bCat-KO: 77; BB579 growth dn: -28; Yeast lifespan up: -12
